# TAG inh = triacylglycerol accumulation inhibition; H9c2 cells, Nile Red lipid (TAG) fluorescence; cells loaded with 200 µM oleic acid; inhibition, % at 12.5 µM; hit rate 0.66% among 230,000;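 active means pattern-corrected inhibition of lipid staining of at least 50% with the nuclear-stain viability signal not falling by more than 50%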;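 further: 0% = DMSO wells and 100% = triacsin C control wells; some results filed as inactive read as strong as hits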
# TAG inh DAPI viability = also measured in TAG inh; calls as there; DAPI nuclei signal change (viability), lower = more cytotoxic, %;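 whole-well DAPI fluorescence read on a plate reader as a viability signal; minus 50 percent equals half of cells still viable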
# Numbers without * were called inactive; i = inactive. Only part of the results is shown. The share of hits here may be higher or lower than overall.
# The line under a structure holds: TAG inh, TAG inh DAPI viability
COc1ccc(Cl)cc1S(=O)(=O)N1CCC(O)(c2ccc(Cl)cc2)CC1
 : -4, -3
CC(Oc1ccc(Cl)cc1Cl)C(=O)N(Cc1ccco1)C1CCS(=O)(=O)C1 (stereo not given)
 : 6, -9
Cn1c(=O)[nH]c(=O)c2c1nc(N1CCCCC1)n2CCCSc1nc2ccccc2s1
 : 9, 5
O=C(O)CNC(=S)N(Cc1ccc(F)cc1)C1CCCCC1
 : 3, 10
O=C(COC(=O)c1ccc(Cl)cc1[N+](=O)[O-])NC(=O)c1ccccc1
 : 11, -6
Cc1c(NC(=O)CCC(=O)N2CCCCC2)c(=O)n(-c2ccccc2)n1C
 : 14, -12
CCC(=O)c1ccc(OCC(=O)Nc2ccc3c(c2)OCCO3)cc1
 : -16, -13
CCOc1ccc(-n2c(-c3ccc(OC)cc3)c[n+]3c2CCCCC3)cc1
 : -7, -8
O=C(O)CSc1ccc(Oc2ccc(SCC(=O)O)cc2)cc1
 : 4, 20
CNC(=O)c1nnn(Cc2ccccc2)c1NC(=O)C(F)(F)F
 : 11, -8
NC(=O)c1sc2nc3c(cc2c1N)CCCCCC3
 : 1, -1
Cn1cc([N+](=O)[O-])c(C(=O)NNC(=O)c2ccc([N+](=O)[O-])cc2Cl)n1
 : -7, 1
O=C(c1ccccc1)c1cccc2ccccc12
 : 2, 1
Cc1ccc(Cl)cc1N1CCN(C(=O)COc2ccc3c(c2)CCC3)CC1
 : 9, -1
CC(C)CC1NC(=O)c2cccnc2-n2c1nc1ccccc1c2=O (stereo not given)
 : -4, -4
CCN1CCc2nc(NC(=O)c3cc(F)c(F)cc3Cl)sc2C1
 : -2, 8
COc1ccc2cc3cc(C(=O)NCc4cccnc4)oc3nc2c1
 : 12, i
COc1ccc2c(c1)cc1n2CCN=C1NN
 : 18, 6
O=C(NNC(=O)C1CCN(Cc2cccc(F)c2)CC1)c1cccc(Cl)c1
 : -2, 0
COc1ccccc1C(=O)NNC(=O)c1ccccc1Br
 : 6, -4
O=C(c1ccc(COc2ccccc2[N+](=O)[O-])o1)N1CCCCCC1
 : -2, -3
CC(=O)Nc1ccc(-c2ccnc3c2CC(C)(C(=O)NCCC(F)(F)F)O3)cc1 (stereo not given)
 : 11, -8
O=C(/C=C/c1cccc(Cl)c1)NCCCN1CCOCC1
 : 24, 7
C=CCn1c(O)c(C(CC)=NCc2cccnc2)c(=O)[nH]c1=O
 : 8, -4
CC1=NS(=O)(=O)c2cc(Cl)ccc2N1
 : 22, 1
O=c1cc(NCc2ccco2)c2ccccc2o1
 : -3, -1
COc1ccc(NC(=O)N2CCCCCC2)cc1OC
 : -15, 2
CCc1nn2c(=O)c(S(=O)(=O)Nc3ccc(Cl)cc3)c(C)nc2s1
 : -4, 2
CN(C)/C=N/c1cnc(C(=O)c2ccc(Cl)cc2)n1C
 : -4, -2
CS(=O)(=O)N1CCCC(C(=O)N2CCN(c3cccc(Cl)c3)CC2)C1 (stereo not given)
 : -3, -4
S=C1NCCOCCOCCOCCOCCNC(=S)N2CCOCCOCCN1CCOCC2
 : 3, 2
COc1ccc(Cc2nc3ccc(C(=O)N4CCCCC4CO)cc3o2)cc1OC (stereo not given)
 : -9, 7
COc1ccc(CCNC(=O)c2ccc3nc(N4CCOCC4)sc3c2)cc1OC
 : 3, 3
CCOc1cccc(C(=O)Nc2ccccc2N2CCN(C(=O)C(C)C)CC2)c1
 : 6, -5
Cc1cc(C)cc(N(CCC#N)C(=O)COC(=O)c2nc3nc(C)cc(C)n3n2)c1
 : 3, -5
CCc1c(O)nc(SCC(=O)Nc2nc3ccccc3s2)n(-c2ccccc2)c1=O
 : 1, -6
CC1(C)C(=O)Nc2ccccc2N1C(=O)COC(=O)c1ccc(NC(N)=O)cc1
 : -3, 1
Cc1ccncc1CNC(=O)c1ccccc1
 : -6, -5
C=CCOc1c(CNc2cccc(C(=O)O)c2)cccc1OC
 : 5, 5
COC(=O)c1cn(NC(=O)c2ccc([N+](=O)[O-])c(C)c2)c(=O)c2ccccc12
 : -2, 10
COc1ccccc1-c1noc2ncnc(Nc3cccc(C)c3C)c12
 : 13, 0
Cc1noc(C)c1COc1ccccc1C(=O)NCc1ccco1
 : -18, 7
Clc1ccccc1-c1cnc2sc(NCc3ccc4c(c3)OCO4)nn12
 : 62, -57
CC(C)c1ccc(NC2CCCN(C(=O)CCc3cnn(C)c3)C2)cc1 (stereo not given)
 : 0, 0
O=C(Nc1ccc(OC(F)(F)F)cc1)c1ccc2ccccc2n1
 : -12, 8
Cc1ccc(C2CC(=O)NC(SCc3ccccc3)=C2C#N)cc1 (stereo not given)
 : 12, 5
CCCOc1nnnn1-c1ccccc1
 : 3, 13
COC(=O)c1cc(=O)n(-c2ccc(F)cc2)c(=Nc2ccc(F)cc2)s1
 : 10, -18
NC(CSC(c1ccccc1)(c1ccccc1)c1ccc(-c2ccccc2)cc1)C(=O)O (stereo not given)
 : -8, 6
NC(=O)c1cc(C(=O)c2ccc(Cl)cc2Cl)c[nH]1
 : -1, -4
COCc1nnc(NC(=O)CC(c2ccccc2)c2ccccc2)s1
 : -10, 1
CS(=O)(=O)c1ccc(Cl)c(NC(=O)CSc2nnc3n2CCCCC3)c1
 : 20, -14
CCOC(=O)c1sc(N=NC2=C(O)CCCC2=O)c(C(=O)OCC)c1C
 : 3, 3
O=C(CSc1nnnn1Cc1ccccc1)Nc1ccc2c(c1)OCO2
 : -10, 5
O=C(O)C1CCN(Cc2oc(CO)cc(=O)c2O)C1 (stereo not given)
 : -10, 4
COc1ccc(OC)c(/C=C2\SC(=S)N(C(C(=O)O)c3ccccc3)C2=O)c1 (stereo not given)
 : 4, -2
O=c1c(Cc2ccc(F)cc2)c(O)ccn1C1CC1
 : -7, 1
CCCCCn1c(N2CCC(Cc3ccccc3)CC2)nc2c1c(=O)[nH]c(=O)n2C
 : 20, 9
CC(=O)N1CC=CC1(C)C(=O)NCc1cc(F)cc(C(F)(F)F)c1 (stereo not given)
 : -21, 1
CCCc1cc(=O)[nH]c(SCC(=O)Nc2c(C)n(C)n(-c3ccccc3)c2=O)n1
 : -3, 11

# (more compounds)
# The line under a structure holds: TAG inh, TAG inh DAPI viability
Cn1nnnc1NCc1cccc(Cl)c1
 : 4, -6
Cc1ccc(NC(=O)CN(C)S(=O)(=O)c2cccc3cccnc23)cc1C
 : 8, -2
CCn1ncc(Cl)c1C(=O)NC(=S)Nc1ccccc1Br
 : -2, -5
CC[C@]12c3[nH]c4ccc(Cl)cc4c3CCN1C(=O)[C@@H](CC(=O)NCc1ccco1)C[C@@H]2C(=O)N1CCN(C(=O)c2ccco2)CC1
 : 17, -8
Cc1cc(Br)c(NC(=O)CCl)c(Br)c1
 : 5, 3
CC(C)(C)Cc1c(-c2ccc(Cl)cc2)nc2ccc(Br)cn12
 : -5, 0
COc1ccc(C(=O)Nc2nc(N3C(=O)c4ccccc4C3=O)n(-c3ccccc3)n2)cc1
 : 5, -2
Cc1noc(C)c1S(=O)(=O)Nc1ccc2c(c1)C(=O)N([C@H](C)CO)C[C@H](C)[C@@H](CN(C)C(=O)Nc1ccc(C(F)(F)F)cc1)O2
 : 5, 10
COc1cc(/C=N/n2cnnc2)ccc1OCCOc1ccccc1
 : -16, -1
OCCCCCN=c1cc(-c2ccccc2)oc2ccc(Cl)cc12
 : 36, -19
COc1ccc(/C=C/C(=O)OCC(=O)NCCNC(=O)COC(=O)/C=C/c2ccc(OC)cc2)cc1
 : -4, -3
Cc1ccc(S(=O)(=O)N2CCCOC2CNC(=O)C(=O)NC2CCCCC2)cc1 (stereo not given)
 : -7, 2
COc1cc(N)c(Cl)cc1C(=O)OCC(=O)Nc1ccc(N2CCOCC2)cc1
 : -14, 7
COc1cc(O)c(C(CCN2CCOCC2)c2ccc(N(C)C)cc2)c(OC)c1 (stereo not given)
 : 0, 1
Cc1cc(CO)nn1-c1ccc([N+](=O)[O-])cc1
 : -7, 6
O=C(Nc1ccccc1)Nc1nnc([C@H]2C[C@H](O)[C@@H](CO)O2)s1
 : 2, 7
CCS(=O)(=O)N1CCCC(C(=O)NC2CCC(C)CC2)C1 (stereo not given)
 : 2, 0
COc1cccc(Cn2c(-c3nonc3N)nc3ccccc32)c1
 : 38, -25
COc1ccc(C(O)c2nc(-c3cnc4ccccc4c3)cs2)cc1 (stereo not given)
 : -35, -13
O=C(COC(=O)c1cccnc1Cl)NCCc1ccccc1
 : -1, -8
Cc1ccc2c(C)c(C)c(=O)n(C)c2c1
 : -16, 11
COc1ccc(C(=O)COC(=O)[C@H](C)Nc2ccc(C(F)(F)F)cc2[N+](=O)[O-])cc1
 : 10, -21
O=C(NCc1csc(-c2cccs2)n1)C1CCCCC1
 : 6, 1
CC(OC(=O)c1ccccc1C(=O)N(C)c1ccccc1)C(=O)Nc1ccccc1[N+](=O)[O-] (stereo not given)
 : 2, 1
COc1ccccc1NC(=O)COC(=O)c1cc2ccccc2cc1O
 : -9, -8
Nc1ncn([C@@H]2O[C@H](CO)[C@@H](O)[C@H]2O)c(=O)n1
 : 33, -25
O=C(Nc1ccc(-c2cn3c(n2)SCC3)cc1)c1ccco1
 : 5, 0
C=CCc1ccccc1OCC(O)CN1CCN(c2ccccc2OC)CC1 (stereo not given)
 : 0, 12
Cc1nn(C)cc1CNC(=O)C1CCC(=O)N(Cc2cccc(C(F)(F)F)c2)C1 (stereo not given)
 : 20, 4
O=C(CCCn1c(=S)[nH]c2cc3c(cc2c1=O)OCO3)NCc1ccco1
 : -11, 1

# Entries of single compounds as entered above. Order of screens: TAG inh | TAG inh DAPI viability
# `Cc1nn(C)cc1CNC(=O)C1CCC(=O)N(Cc2cccc(C(F)(F)F)c2)C1` (stereo not given) is listed as 20 | 4
# `C=CCn1c(O)c(C(CC)=NCc2cccnc2)c(=O)[nH]c1=O` is listed as 8 | -4
# `O=C(/C=C/c1cccc(Cl)c1)NCCCN1CCOCC1` is listed as 24 | 7
# `Cc1ccc(NC(=O)CN(C)S(=O)(=O)c2cccc3cccnc23)cc1C` is listed as 8 | -2
# `CC1=NS(=O)(=O)c2cc(Cl)ccc2N1` is listed as 22 | 1

# A section of the results above, as a working copy:
# The line under a structure holds: TAG inh, TAG inh DAPI viability
Cn1nnnc1NCc1cccc(Cl)c1
 : 4, -6
Cc1ccc(NC(=O)CN(C)S(=O)(=O)c2cccc3cccnc23)cc1C
 : 8, -2

# Additional entries
# The line under a structure holds: TAG inh, TAG inh DAPI viability
Cn1cc(CN2CCc3sccc3C2)c(-c2ccccc2F)n1
 : -7, 9
C=Cc1ccc(Cn2c(C)c(C(=O)NCc3ccc(Cl)c(Cl)c3)sc2=O)cc1
 : -4, 0
CC1(C(=O)Nc2ccc3c(c2)OCCO3)CCN1C(=O)c1cccc(F)c1 (stereo not given)
 : -7, -4
CC(=O)OCCNc1nc(-c2ccccc2)nc2ccccc12
 : -13, 2
CCOC(=O)c1cn2nc(-c3ccc(OC)cc3)cc2nc1C1CCN(C(=O)OC(C)(C)C)CC1
 : 37, 33
CN(C)CCn1c2c(c(SCC(=O)Nc3cccc4ccccc34)nc1=O)CCCC2
 : 16, 8
CC(=O)Nc1ccc(C(=O)OCC(=O)NC(=O)NC2CCCCC2)cc1
 : -4, 13
COC(=O)C1CCN(c2nc3ccccc3nc2C(C#N)C(=O)NCCc2ccccc2)CC1 (stereo not given)
 : 9, -13
CCC(C)(C(=O)NC1CCCCC1)N(C(=O)CNC(C)=O)c1c(C)n(C)n(-c2ccccc2)c1=O (stereo not given)
 : -12, 7
O=C(NCc1ccccn1)c1ccc(Cn2c(=S)[nH]c3ccc(Br)cc3c2=O)cc1
 : 5, -10
COC(=O)[C@@]1(Cc2ccccc2)[C@H]2C(=O)N(C)C(=O)[C@H]2[C@H]2CN=C(SCC(=O)c3ccccc3)N21
 : -2, 5
O=C1Nc2ccc(Br)cc2/C1=C/C(=O)c1ccccc1
 : 4, 0
Fc1ccc(-c2cc(C(F)(F)F)nc(N3CCCCC3)n2)cc1
 : -5, -1
CC1(C(=O)NS(=O)(=O)c2cccc(C#N)c2)CCN1C(=O)c1ccccc1CCc1ccccc1 (stereo not given)
 : 4, 2
C=CCNC(=S)N1CCN(S(=O)(=O)c2ccc(C)cc2)CC1
 : -2, 2
COc1ccccc1NS(=O)(=O)c1cccc(C(=O)N/N=C/c2ccc([N+](=O)[O-])o2)c1
 : 25, -15
CCCCNS(=O)(=O)c1ccc2nc(-c3cccnc3)cc(C(=O)NC3CC3)c2c1
 : 5, 1
Cn1cnnc1SCC(=O)Nc1nc(-c2ccc(F)cc2)cs1
 : -4, -1
O=C(NCCN1CCOCC1)C1CCN(Cc2ccccc2O)CC1
 : 2, -4
O=S(=O)(Nc1ccccn1)c1cnc(Cl)c(Br)c1
 : 0, 6
CC1(C(=O)NS(=O)(=O)c2ccc(Cl)cc2)CCN1C(=O)C1(c2ccccc2)CCCC1 (stereo not given)
 : 3, 0
CCOC(=O)C1CCN(C(=O)CCCN2C(=O)c3ccccc3C2=O)CC1
 : 14, -1
CCOC(=O)c1cnc(-c2ccccc2)nc1Oc1ccccc1
 : 9, 4
CC1=CC(C)C(/C=N/N=C(N)N)C(C)C1 (stereo not given)
 : 7, -10
C#CCOCCOCCOCCNc1nc(N2CCN(C(=O)Cn3cc(CCO)nn3)CC2)nc(N2CCN(C(=O)[C@H](CCCCN)n3cc(CC(C)O)nn3)CC2)n1 (stereo not given in full)
 : -10, -2
Cc1cccc(C(=O)N/N=C2/SCC(=O)N2Cc2ccccc2)c1
 : 20, -3
CCOC(=O)C1=CN(Cc2ccco2)S(=O)(=O)N(C)C1c1ccc2ccccc2c1 (stereo not given)
 : -36, 2
CC(C)n1nc(C(=O)Nc2nnc(C3CC3)s2)c2ccccc2c1=O
 : -6, 1
CCS(=O)(=O)NCC(c1cccnc1)N1CCN(c2ccccc2)CC1 (stereo not given)
 : 16, -6
CC(C)(O)CC[C@@H](O)[C@](C)(O)C1CC[C@@]2(O)C3=CC(=O)[C@@H]4C[C@@H](O)[C@@H](O)C[C@]4(C)C3CC[C@]12C (stereo not given in full)
 : -25, -2
N#CC(c1ccc(Cl)nn1)c1ccccc1Cl (stereo not given)
 : -3, 14
